# POLI inh: inhibitors of human DNA polymerase iota; Q9UNA4; Pol iota fluorescent replication assay, 10 min; Potency, µM (doses to about 115 µM), for the others: at the highest dose activity, negative = inhibition, usual class: inhibitors; actives 1% (n = 390,000); AID 588590
#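 Pol iota at 10 nM preincubated 15 min with compounds at room temperature; reaction started with fluorescent substrate, 50 nM final. Fluorescence read kinetically at 0 and 10 min; buffer-only wells as negative control.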
# BAZ2B inh: blocks human BAZ2B; Q9UIF8; AlphaScreen BAZ2B-H3K14Ac peptide displacement; actives 4.4% (n = 360,000); AID 504333; Potency, µM (series often up to 114 µM), without a hit: at the top dose activity change, negative = inhibition, most hits filed as inhibitors; note: % is set by controls: 0 for no effect and ±100 for the full control effect; nearly all actives have a fitted effect of over 60% in size
#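 In this displacement format the biotinylated H3(5-23) peptide acetylated at Lys14 serves as ligand at 50 nM, with BAZ2B at 50 nM in PBS pH 7.4 containing 0.01% Tween-20. Donor and acceptor beads are 10 ug/mL final.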
# GLS inh: inhibitors of human glutaminase (GLS); O94925; GLS enzymatic activity, qHTS titration; Potency, µM (doses to about 45.5 µM), for inactives: at the top dose activity change, negative = inhibition, hits mostly inhibitors; actives 0.21% (n = 410,000); AID 624170; note: % is set by controls: 0 for no effect and ±100 for the full control effect
#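 Two-point fluorescence kinetic (t0, 30 min RT) for hKGA; glutamate detected via glutamate oxidase–HRP–Amplex Red. Substrate: 1 mM L-glutamine solution; buffer 45 mM KH2PO4, pH 8.2.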
# Pin1 inhibitor: blocks the human prolyl isomerase Pin1. Q13526. Pin1 FP peptide displacement, HiFluor488, 10 min. Potency, µM (doses to about 115 µM), for inactives: at the highest dose activity, negative = inhibition, most hits filed as inhibitors. actives 0.009% (n = 390,000); active = well fitted inhibition curve with a large enough effect in the polarisation, with a control signal flat, not every such curve was filed as active; inconclusive = small, poorly fitted or top-dose-only effect, or effect the other way, or a change in a side signal; inactive = no such curve, though single readings can be large or run the other way; the % refers to the polarisation; note: % is set by controls: 0 for no effect and ±100 for the full control effect
# BLM inh: blocks DNA unwinding by human BLM helicase; recombinant BLM DNA unwinding, fluorescence dequenching; Potency, µM (titrated, usually from 56.1 µM), for inactives: at the highest dose activity change, negative = inhibition, most hits filed as inhibitors; actives 0.2% (n = 350,000); AID 2528;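 note: plate controls were vehicle for no effect and no enzyme for full effect; nearly all actives have a fitted effect of over 35% in size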
# Target sequence (P54132 whole entry, looked up): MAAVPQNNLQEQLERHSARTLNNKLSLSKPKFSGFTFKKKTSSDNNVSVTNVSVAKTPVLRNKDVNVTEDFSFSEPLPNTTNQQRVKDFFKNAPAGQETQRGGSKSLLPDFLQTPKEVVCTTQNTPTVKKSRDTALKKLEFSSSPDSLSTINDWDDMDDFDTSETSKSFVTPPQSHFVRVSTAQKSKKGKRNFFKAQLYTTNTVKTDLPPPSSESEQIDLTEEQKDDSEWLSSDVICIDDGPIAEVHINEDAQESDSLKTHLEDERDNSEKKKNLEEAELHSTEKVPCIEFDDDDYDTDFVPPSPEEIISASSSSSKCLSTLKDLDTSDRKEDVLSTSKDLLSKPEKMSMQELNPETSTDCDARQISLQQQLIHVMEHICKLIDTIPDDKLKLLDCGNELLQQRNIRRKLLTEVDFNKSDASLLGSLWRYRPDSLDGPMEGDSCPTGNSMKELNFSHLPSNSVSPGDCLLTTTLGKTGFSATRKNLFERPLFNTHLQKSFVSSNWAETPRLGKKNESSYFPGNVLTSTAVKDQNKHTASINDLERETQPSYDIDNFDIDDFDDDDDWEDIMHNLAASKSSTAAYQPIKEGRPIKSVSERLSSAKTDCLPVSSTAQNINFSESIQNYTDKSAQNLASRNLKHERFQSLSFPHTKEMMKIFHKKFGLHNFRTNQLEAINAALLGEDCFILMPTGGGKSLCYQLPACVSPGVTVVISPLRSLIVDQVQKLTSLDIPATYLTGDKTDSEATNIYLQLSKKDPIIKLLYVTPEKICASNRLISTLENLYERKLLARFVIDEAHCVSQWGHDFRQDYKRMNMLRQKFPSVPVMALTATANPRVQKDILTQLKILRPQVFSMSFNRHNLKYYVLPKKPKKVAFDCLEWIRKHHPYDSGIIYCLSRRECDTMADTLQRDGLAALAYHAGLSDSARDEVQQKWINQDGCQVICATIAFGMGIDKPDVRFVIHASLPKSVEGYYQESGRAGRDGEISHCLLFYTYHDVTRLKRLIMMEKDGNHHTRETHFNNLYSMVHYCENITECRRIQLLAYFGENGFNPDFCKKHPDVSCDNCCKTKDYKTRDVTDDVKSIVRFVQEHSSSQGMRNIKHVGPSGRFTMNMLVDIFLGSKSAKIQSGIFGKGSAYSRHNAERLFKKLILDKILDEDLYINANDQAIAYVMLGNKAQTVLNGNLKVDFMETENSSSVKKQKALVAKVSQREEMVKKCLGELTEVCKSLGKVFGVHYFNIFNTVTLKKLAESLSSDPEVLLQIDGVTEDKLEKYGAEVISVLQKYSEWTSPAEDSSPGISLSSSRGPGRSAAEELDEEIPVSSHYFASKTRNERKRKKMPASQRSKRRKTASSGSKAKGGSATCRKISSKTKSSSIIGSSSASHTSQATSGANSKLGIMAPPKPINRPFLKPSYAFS
# HP1b chromo inh: HP1-beta chromodomain-methylated histone interaction inhibition | AID 540317 | actives 0.56% (n = 390,000) | P83916 | AlphaScreen HP1-beta / biotin-H3K9me3 peptide binding | Potency, µM (series often up to 114 µM), without a hit: at the highest dose activity change, negative = inhibition, most hits filed as inhibitors; note: nearly all actives have a fitted effect of over 70% in size; inactives centre near 23
#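 AlphaScreen: HP1-beta (50 nM) preformed 30 min with biotin-H3(1-18)K9me3 peptide (50 nM) in PBS pH 7.4, 0.01% Tween-20. Compound added for 30 min at RT, then streptavidin donor/nickel chelate acceptor beads (10 ug/mL) for 30 min.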
# G9a block: inhibitors of human histone lysine methyltransferase G9a | G9a H3K9 monomethylation, AlphaScreen, 2 h | Potency, µM (top dose mostly 102 µM), without a hit: at the highest dose activity, negative = inhibition, most hits filed as inhibitors | actives 8.8% (n = 350,000) | AID 504332; note: % is set by controls: 0 for no effect and ±100 for the full control effect; nearly all actives have a fitted effect of over 75% in size
#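 AlphaScreen detection with an anti-monomethyl H3K9 antibody quantified product after a 2 h room-temperature reaction containing 500 nM biotinylated H3K9 peptide, 20 µM SAM and 20 nM enzyme, which had been preincubated 15 min with compound.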
# JMJD2A Tudor: inhibitors of human JMJD2A Tudor domain | O75164 | AlphaScreen JMJD2A-Tudor / H3K4me3 peptide binding | Potency, µM (highest dose often 114 µM), for inactives: at the highest dose activity change, negative = inhibition, most hits filed as inhibitors | actives 4.4% (n = 390,000) | AID 504339; note: % is set by controls: 0 for no effect and ±100 for the full control effect; nearly all actives have a fitted effect of over 50% in size
# PGK inhibitor: blocks T. brucei phosphoglycerate kinase | PGK/GAPDH coupled, Kinase-Glo luminescence, 60 min | Potency, µM (highest dose often 57.5 µM), inactives show top-dose activity change, negative = inhibition, most hits filed as inhibitors | actives 0.043% (n = 380,000); note: % is set by controls: 0 for no effect and ±100 for the full control effect; nearly all actives have a fitted effect of over 60% in size
#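 Luminescent ATP detection (Kinase-Glo Plus) follows a 60-minute room-temperature incubation, with wells lacking PGK as controls. Buffer: 100 mM TEA (pH 7.6), 5 mM MgCl2, 0.01% Tween-20. Coupling enzyme GAPDH (100 nM final) supplies unstable 1,3-BPG in-well.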
# * marks the source's active call; other numbers are inactive results; i = inactive; ? = inconclusive; . = no result given; & = joins results of further samples; [ ] = dose if it differs, or a comment. Unless noted, calls come from the whole dose curve; as a rule, active = well fitted curve in the direction sought with a large enough effect; inconclusive = small, poorly fitted or top-dose-only effect, or another doubt; inactive = no such curve, though single readings can be large; an effect the other way counts as inactive or inconclusive. Potency is the fitted concentration of half-maximal effect. A portion of the library; rates above refer to the full screens.
SMILES,POLI inh,BAZ2B inh,GLS inh,Pin1 inhibitor,BLM inh,HP1b chromo inh,G9a block,JMJD2A Tudor,PGK inhibitor
COc1ccc(-c2[nH]ncc2CN2CCN(c3ccc(F)cc3)CC2)cc1,14%,?,15%,-7%,-8%,16%,50µM*,-32%,-6%
CCOC(=O)N1CCN(C(=O)C2CCN(S(=O)(=O)N(CC)CC)CC2)CC1,1%[58.9 µM],0%,-1%,-9%,-4%,36%,6%,-3%,6%
Cc1ccc(N2CC(C(N)=O)CC2=O)cc1 (stereo unspecified),12%,5%,2%,0%,0%,27%,2%[12.7 µM],5%,4%
Cc1nn(-c2ccccc2)c(C)c1C(=O)Nc1nnc(-c2ccco2)o1,23%,?,-3%,-1%,-1%,39%,27%[59 µM],-3%,-4%
CCOC(=O)c1ccc(S(=O)(=O)N2CCN(CC3CC=CCC3)CC2)cc1 (stereo unspecified),13%,3%,-2%,-10%,1%,27%,-1%,-1%,-1%
CC1CCN(CCCNC(=O)CN2C(=O)CSc3ccc(S(=O)(=O)N4CCOCC4)cc32)CC1,-10%&26%,2%&7%,-2%&-3%,3%&-5%,2%&-1%,7%&-20%,-13%,-8%&-10%,1%&0%
O=C(O)CCc1ccc(-c2ccc(Cl)cc2)n1CC(=O)Nc1ccccc1,?,?,-7%,5%,0%,-6%,-34%,-11%,-3%
O=C(Cc1ccc(F)cc1)N[C@@H]1c2ccccc2CC[C@H]1OCc1ccccc1,-7%,.,-1%,-2%,.,39%,.,-1%,-5%
CN(C)S(=O)(=O)N1CCN(CC(O)COc2ccc3cc(Br)ccc3c2)CC1 (stereo unspecified),-12%,0%,-5%,0%,-1%,16%,-5%[12.7 µM],-11%,1%
CCCCOc1ccc(C(=O)Nc2ccc3c(c2)C(=O)NC3=O)cc1,-13%,-25%,0%,5%,-6%,35%,13%,-5%,5%
Cc1ccc(SC(c2ccccc2)C(Cn2cncn2)C(=O)c2ccccc2)cc1 (stereo unspecified),5%,4%,10%,-16%,-4%,28%,-4%[59 µM],-4%,-8%
CCC(=O)c1ccc(N2CCN(S(=O)(=O)c3ccccc3)CC2)c(F)c1,18%,3%,-2%,-2%,-2%,46%[activator],-5%,-3%,0%
COC(=O)Cc1c[nH]c2ccc(OCC(O)CNC(C)C)cc12 (stereo unspecified),-13%,5%,30%,3%,-1%,13%,?,-13%,-7%[11.5 µM]
O=c1c2c(c(-c3ccccc3)nn1Cc1ccccc1)CCCC2,13%,11%,1%,-2%,-12%,44%[activator],13%,7%,0%
COc1ccc(-c2nnc(SCC(=O)N3CCOCC3)o2)cc1OC,15%,1%,-4%,9%,-1%,64%[activator],-35%,-11%,-3%
CCOC(=O)C/C(C)=N/NC(=O)CNc1cccc(Cl)c1C,86%[activator],-23%,0%,-6%,-1%,41%,17%,-15%,10%
COc1ccc(OC)c(/C=N/N=C2\SCC(=O)N2Cc2ccco2)c1,43%[activator],-36%,7%,2%,-4%,6%,13%[59 µM],-20%,2%
O=C(CN1C(=O)NC(c2ccccc2)(c2ccccc2)C1=O)Nc1cccnc1Cl,18%,-9%,-1%,5%,-17%,29%,13%[59 µM],-13%,7%
COc1ccccc1N(CC(=O)NC1CCCCC1)C(=O)CCC(=O)Nc1nccs1,137%[activator],-1%,0%,1%,-1%,29%,21%,-4%,6%
Cc1cc(C(=O)OCC(=O)N2CCc3ccccc32)c(C)o1,-10%,10%,-1%,5%,2%,18%,20%[59 µM],11%,-4%
Cc1ccc(C(=O)Nc2ccc(Cl)cn2)cc1S(=O)(=O)N1CCOCC1,32%[activator],-4%,-2%,1%,1%,36%,-48%[12.7 µM],-1%,-1%
CCc1ccc(S(=O)(=O)NCc2csc(C)n2)s1,22%,7%,13%,-6%,-6%,28%,22%[59 µM],-5%,-3%
O=C(CSc1ccc(-c2ccco2)nn1)c1cccc([N+](=O)[O-])c1,13µM*,-27%,-12%,?,-25%,9%,10µM*,?,5%
COc1ccc(NC(=O)N2CCCc3cccc(C)c32)cc1,?,3%,3%,4%,-3%,23%,.,-5%,-2%
CN(C)CCNc1cc(-c2ccncc2)nc2ccccc12,-13%,?,-1%,-2%,98%[activator],67%[activator],22µM*,-13%,-1%

# 10 of the compounds above, as tab-separated lines:
structure	POLI inh	BAZ2B inh	GLS inh	Pin1 inhibitor	BLM inh	HP1b chromo inh	G9a block	JMJD2A Tudor	PGK inhibitor
CCOC(=O)C/C(C)=N/NC(=O)CNc1cccc(Cl)c1C	86%[activator]	-23%	0%	-6%	-1%	41%	17%	-15%	10%
COc1ccc(OC)c(/C=N/N=C2\SCC(=O)N2Cc2ccco2)c1	43%[activator]	-36%	7%	2%	-4%	6%	13%[59 µM]	-20%	2%
O=C(CN1C(=O)NC(c2ccccc2)(c2ccccc2)C1=O)Nc1cccnc1Cl	18%	-9%	-1%	5%	-17%	29%	13%[59 µM]	-13%	7%
COc1ccccc1N(CC(=O)NC1CCCCC1)C(=O)CCC(=O)Nc1nccs1	137%[activator]	-1%	0%	1%	-1%	29%	21%	-4%	6%
Cc1cc(C(=O)OCC(=O)N2CCc3ccccc32)c(C)o1	-10%	10%	-1%	5%	2%	18%	20%[59 µM]	11%	-4%
Cc1ccc(C(=O)Nc2ccc(Cl)cn2)cc1S(=O)(=O)N1CCOCC1	32%[activator]	-4%	-2%	1%	1%	36%	-48%[12.7 µM]	-1%	-1%
CCc1ccc(S(=O)(=O)NCc2csc(C)n2)s1	22%	7%	13%	-6%	-6%	28%	22%[59 µM]	-5%	-3%
O=C(CSc1ccc(-c2ccco2)nn1)c1cccc([N+](=O)[O-])c1	13µM*	-27%	-12%	?	-25%	9%	10µM*	?	5%
COc1ccc(NC(=O)N2CCCc3cccc(C)c32)cc1	?	3%	3%	4%	-3%	23%	.	-5%	-2%
CN(C)CCNc1cc(-c2ccncc2)nc2ccccc12	-13%	?	-1%	-2%	98%[activator]	67%[activator]	22µM*	-13%	-1%

# Additional results:
SMILES,POLI inh,BAZ2B inh,GLS inh,Pin1 inhibitor,BLM inh,HP1b chromo inh,G9a block,JMJD2A Tudor,PGK inhibitor
COC(=O)C(NS(=O)(=O)CCl)C(C)C (stereo unspecified),30%,.,.,-6%,1%,12%,.,-12%,.
N#C/C(=C\c1ccccc1)C(=O)NCCN1CCOCC1,40%[activator],.,10%,-4%,-1%,20%,?,-14%,-8%
O=S(=O)(NCc1cc(-c2ccccc2Cl)no1)c1ccccc1,-6%,11%,12%,3%,-3%,-6%,14%,?,1%
CC(Sc1nncs1)C(=O)NC1CCCCC1C (stereo unspecified),42%[activator],-2%,0%,3%,-6%,42%[activator],?,-15%,-4%
CCn1nnnc1SCC(=O)N1CCCCC1,1%,-1%,-1%,0%,.,-17%,7%,-20%,i
Cc1c(NC(=S)NC(=O)c2sc3ccccc3c2Cl)cccc1C(=O)O,-1%,50µM*,20%,6%,3%,-7%,4.5µM*,?,12%
COc1ccccc1-c1ccc(NC2CCCC2)nn1,3%,-5%,24%,-4%,-13%,23%,24%[59 µM],-15%,-7%
O=C1c2cccc3c([N+](=O)[O-])ccc(c23)C(=O)N1c1ccccn1,?,?,-2%,?,-1%,-30%,71µM*,1%[11.4 µM],0%
CCN(CC)c1nc(SCCOC(=O)Nc2ccccc2)nc(N(CC)CC)n1,-11%,25%,2%,-14%,-6%,56%,8%[59 µM],16%,.
CC1(C)Cc2c(C#N)c(N3CCOCC3)nc(-c3ccccc3)c2CO1,11%,69%[activator],3%,-1%,-1%,158%[activator],43%[59 µM],53%[activator],4%
CCCCc1cc(=O)oc2cc(OCC(=O)NC3CCN(Cc4ccccc4)CC3)ccc12,-13%,-16%,5%,0%,0%,20%,?,-16%,7%
CCOc1ccc(OCC(=O)N(C)c2c(N)n(Cc3ccccc3)c(=O)[nH]c2=O)cc1,14%,5%,1%,6%,.,33%,-20%[12.7 µM],0%,-2%
CSc1nnc(NC(=O)C2CCCCC2)s1,14%,12%,-3%,-2%,-3%,38%,-5%,-7%,-5%
Cc1ccc(S(=O)(=O)N2CCN(C(=O)CN3C(=O)c4ccc([N+](=O)[O-])cc4C3=O)CC2)c(C)c1,28%,-1%,6%,-2%,.,-3%,?,-26%,i
CCOC(=O)c1ccc(Nc2ccc(-c3ccc(OC)c(OC)c3)nn2)cc1,-7%,.,7%,-5%,-6%,2%,?,63µM*,i
Cc1ccc(C)c(N=Cc2c(O)c3ccccc3oc2=O)c1,60%[activator],-6%,3%,2%,-4%,31%,.,-2%,2%
Cc1cc(NC(=O)COC(=O)COc2cccc3c2OC(C)(C)C3)no1,17%,-8%,-6%,4%,0%,29%,5%[59 µM],1%,5%
CCOCc1nnc(NC(=O)c2cc(OC)c(OC)cc2[N+](=O)[O-])s1,62%[activator],-30%,-2%,-2%,-4%,17%,-36%,-8%,12%

# One compound at a time, as listed above. Order of screens: POLI inh, BAZ2B inh, GLS inh, Pin1 inhibitor, BLM inh, HP1b chromo inh, G9a block, JMJD2A Tudor, PGK inhibitor
# CCn1nnnc1SCC(=O)N1CCCCC1 as listed: 1%, -1%, -1%, 0%, ., -17%, 7%, -20%, i
# N#C/C(=C\c1ccccc1)C(=O)NCCN1CCOCC1 as listed: 40%[activator], ., 10%, -4%, -1%, 20%, ?, -14%, -8%

# Assay outcomes: PubChem BioAssay, National Center for Advancing Translational Sciences (NCATS)
